FAS-TE inh = FAS thioesterase domain inhibitors, primary screen, biochemical, fluorescence intensity, uHTS; Fatty acid synthase (Homo sapiens), P49327; recombinant FAS-TE, OMFH fluorogenic substrate, fluorescence endpoint; inhibition, % at 15 µM; 360,000 tested, 0.67% active; AID 602261, 2012;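 active means compounds whose normalised, plate-corrected inhibition of enzyme fluorescence in the single-dose primary screen is 50% or more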;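 further: 0% = DMSO with enzyme and 100% = substrate without enzyme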
CSN deneddyl inh = inhibitors of CSN-mediated cullin deneddylation, primary screen, biochemical, fluorescence polarization, uHTS | Purified CSN, SCF-Nedd8-OG deneddylation | inhibition, % at 12.5 µM | 360,000 tested, 0.38% active;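 active means pattern-corrected inhibition above about 35%, with an unprinted fluorescence ratio check between 0.5 and 1.5, limit read from the data, passing the limit was not always enough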;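 further: 0% = enzyme with substrate and 100% = substrate without enzyme; some results filed as inactive read as strong as hits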
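Material: human Csn5 produced in HEK293T cells; Input: enzyme 0.24 nM; Reagent: SCFSkp2-Nedd8OG substrate at 10 nM final; Dosing: 12.5 µM compound; Incubation: 90 min reaction at room temperature; Detection: fluorescence polarization of the substrate; Evaluation: % inhibition of substrate cleavage by Csn5; Control set: substrate-only high control, full reaction low control.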
PABP1 MLLE inh = inhibitors of PABP1 MLLE–PAM2 peptide binding, primary screen, biochemical, fluorescence polarization, FITC-PAM2, GST-MLLE. inhibition, % at 20 µM. 360,000 tested, 0.36% active. AID 588489, 2011. Polyadenylate-binding protein 1 (Homo sapiens), P11940; in the data active means inhibition above about 35%, passing the limit was not always enough;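 further: plate controls were DMSO wells with GST-MLLE for no effect and wells lacking GST-MLLE protein for full effect; some results filed as inactive read as strong as hits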
Target sequence (P11940 whole entry, looked up): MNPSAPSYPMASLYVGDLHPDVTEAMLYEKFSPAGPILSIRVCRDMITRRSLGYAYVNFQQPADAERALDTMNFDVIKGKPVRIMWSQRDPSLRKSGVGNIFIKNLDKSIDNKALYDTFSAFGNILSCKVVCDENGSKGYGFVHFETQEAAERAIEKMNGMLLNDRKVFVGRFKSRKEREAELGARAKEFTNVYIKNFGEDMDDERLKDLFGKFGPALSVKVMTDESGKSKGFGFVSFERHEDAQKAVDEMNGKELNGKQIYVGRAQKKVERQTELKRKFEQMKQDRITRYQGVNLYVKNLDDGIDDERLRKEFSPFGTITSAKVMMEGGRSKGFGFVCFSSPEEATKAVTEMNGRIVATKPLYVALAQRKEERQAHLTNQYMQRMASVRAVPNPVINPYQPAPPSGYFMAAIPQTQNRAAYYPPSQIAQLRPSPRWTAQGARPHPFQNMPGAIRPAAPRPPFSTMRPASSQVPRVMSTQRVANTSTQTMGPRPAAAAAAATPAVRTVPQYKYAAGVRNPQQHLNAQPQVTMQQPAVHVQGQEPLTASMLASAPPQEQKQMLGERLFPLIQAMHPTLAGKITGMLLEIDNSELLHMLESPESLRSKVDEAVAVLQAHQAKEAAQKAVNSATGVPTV
bovine MsrA act = bovine MsrA enzyme activators, primary screen, biochemical, absorbance, HTS; activation, % at 10.6 µM; 360,000 tested, 0.3% active; Methionine sulfoxide reductase A (Bos taurus); AID 602163, 2012; purified bovine MsrA, absorbance read-out; in the data active means activation above about 7.5%;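 further: 0% = vehicle and 100% = reference activator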
MT1-MMP act inh = blockers of MT1-MMP proenzyme processing, primary screen, HT1080 RFP-PRO-GFP cells, GFP/RFP fluorescence; Matrix metalloproteinase-14 (Homo sapiens), P50281; GFP/RFP ratio fluorescence, overnight; percent of plate control window, DMSO zero; GFP/RFP ratio change, % at 20 µM; 360,000 tested, 0.061% active;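 active means GFP/RFP ratio change of at least 30% with cell ATP level not reduced by more than half and red fluorescence within 50% of control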; further: strong numbers were not always called active
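Test system: HT1080 cells expressing an RFP-PRO-GFP fluorescent reporter construct / Compound dosing: single-point 20 µM compound, 1% DMSO / Schedule: cells overnight before dosing, compound overnight, 37 °C, 5% CO2 / Evaluation: GFP/RFP fluorescence ratio / Control set: DMSO and RFP-L50D-GFP cell wells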
MsrA inhibitor = bovine MsrA enzyme inhibitors, primary screen, biochemical, absorbance, HTS; purified bovine MsrA, absorbance read-out; AID 651718, 2012; Methionine sulfoxide reductase A (Bos taurus); 360,000 tested, 0.75% active; inhibition, % at 15.5 µM; in the data active means inhibition above about 4.5%;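 further: 0% = vehicle wells with enzyme and 100% = reference inhibitor wells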
eLon inh = inhibitors of E. coli Lon protease, primary screen, biochemical, fluorescence polarization. P0A9M0. inhibition, % at 7.94 µM. purified E. coli Lon protease. 360,000 tested, 0.42% active; in the data active means inhibition above about 13%, passing the limit was not always enough;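 further: 0% = enzyme with probe and DMSO and 100% = no enzyme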
Rin1-Abl PPI inh = inhibitors of Rin1-Abl protein binding, primary screen, biochemical, TR-FRET; 360,000 tested, 0.4% active; inhibition, % at 7.35 µM; Tyrosine-protein kinase ABL1 (Homo sapiens) + Ras and Rab interactor 1 (Homo sapiens), …; in the data active means inhibition above about 5%, passing the limit was not always enough
Rpn11 inh = Rpn11 (PSMD14) deubiquitinase inhibitors, primary screen, biochemical, fluorescence polarization, uHTS | 360,000 tested, 0.59% active | 26S proteasome non-ATPase regulatory subunit 14 (Homo sapiens), O00487 | AID 588493, 2011 | calls only at 20 µM | human 26S proteasome, Ub4-pepOG fluorescence polarization; 20S core pre-blocked with epoxomicin;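 active means inhibition at 20 µM, scaled to each plate's controls, above about 33%, limit read from the data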
Target sequence (O00487 whole entry, looked up): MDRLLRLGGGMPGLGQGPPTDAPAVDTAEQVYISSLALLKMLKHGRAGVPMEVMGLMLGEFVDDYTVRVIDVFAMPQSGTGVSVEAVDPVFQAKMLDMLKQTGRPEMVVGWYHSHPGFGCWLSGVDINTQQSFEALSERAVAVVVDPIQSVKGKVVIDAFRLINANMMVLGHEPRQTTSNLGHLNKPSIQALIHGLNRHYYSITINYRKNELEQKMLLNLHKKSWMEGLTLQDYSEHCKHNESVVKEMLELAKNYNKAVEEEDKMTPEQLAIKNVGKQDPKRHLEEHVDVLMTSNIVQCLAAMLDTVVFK
Starred values were filed as active, the others as inactive; i = inactive; . = no result given; & = joins results of further samples. Only part of the results is shown; the hit share may differ from the screen's.

Order of results – eLon inh, bovine MsrA act, CSN deneddyl inh, PABP1 MLLE inh, Rin1-Abl PPI inh, MT1-MMP act inh, MsrA inhibitor, Rpn11 inh, FAS-TE inh
- CCC(Cc1c(I)cc(I)c(N)c1I)C(=O)O (stereo not drawn)
  7, 0, -2, -14, -2, 3, -0.3, i, -1
- O=C1CCc2cc(OCCCCc3nnnn3C3CCCCC3)ccc2N1
  -4, -6, -1, -13, 2, 4, 0.1, i, 1
- CCCCOC(=O)c1ccc(N)cc1
  -4, -1, -1, -9, -2, -3, 1.5, i, 2
- COc1ccc(S(=O)(=O)Nc2nnc(CC(C)C)s2)cc1
  -5, -3, 5, -8, -1, 2, -1.1, i, -4
- CN=C(N)NC(=O)Nc1c(C)cccc1C
  2, -1, -3, 6, 1, 2, -1.7, i, -1
- Cc1ccsc1/C=C/C1=NCCCN1C
  -4&-2&-1, -5&-2&-4, -4&-1&-3, 0&16&-3, -1&0&-4, 0&2&1, 3.1&1.4&0.6, i, -2&-2&2
- CC[C@]12CCCN3CCc4c(n(c5ccccc45)[C@@](O)(C(=O)OC)C1)[C@@H]32
  -2, -9, 5, 0, -2, 3, -0.1, i, -9
- CCCN(CCC)C(=O)C(CCC(=O)O)NC(=O)c1ccccc1 (stereo not drawn)
  -10, -1, -3, 8, -3, 2, -0.6, i, 0
- CCN(CC)S(=O)(=O)c1ccc(C(=O)O)cc1
  -5, 2, 0, -7, 1, -1, -0.1, i, -6
- CN1CCC(=C2c3ccccc3CC(=O)c3sccc32)CC1
  -3&-2&-3, -2&-3&1, -3&0&-3, -7&17&4, 0&0&7, -12&-9&-12, 1.7&0.1&-1.3, i, 1&-3&-5
- Nc1ncnc(Nc2ccccc2)n1
  -6, 0, 2, -2, -2, -1, -0.5, i, -4
- CCOc1ccc(NC(=S)N2CCC(C(O)(c3ccccc3)c3ccccc3)CC2)cc1
  -10, -6, -1, -73, 0, -9, -1.2, i, 18
- C#C[C@]1(O)CC[C@H]2[C@@H]3CCC4=CC(=O)CC[C@@H]4[C@H]3CC[C@@]21CC
  -2&-8, 0&-10, -2&-1, 5&-10, 1&-3, -1&3, 0.3&1.4, i, 4&-2
- CC1CCc2c(N3CCC(O)CC3)c(F)cc3c(=O)c(C(=O)O)cn1c23 (stereo not drawn)
  -8, -6, -1, -21, -4, 2, 1.3, i, -3
- OCC(O)CN1CCN(c2ccccc2)CC1 (stereo not drawn)
  3, 2, 2, -5, -3, 0, -1.3, i, -1
- COc1ccc(Sc2ccc(NC(=O)c3ccccc3Cl)cc2C#N)cc1
  6, -1, 3, 0, 1, 0, 1.5, i, 29
- Nc1cc(=O)[nH]c(N)n1
  2, -3, -6, -2, 0, 2, -0.6, i, -1
- CC(=O)N(CC(O)CO)c1c(I)c(C(=O)NCC(O)CO)c(I)c(C(=O)NCC(O)CO)c1I (stereo not drawn)
  -6, -4, 0, -1, 1, 2, -0.8, i, -2
- CCC12CCCN3CCc4c(n(c5ccccc45)C(O)(C(=O)OC)C1)C32 (stereo not drawn)
  -9, 0, 5, -1, -3, -18, -0.9, i, -15
- CN1CCN(c2c(F)cc3c(=O)c(C(=O)O)cn4c3c2SCC4)CC1
  -21, -6, 3, 8, 1, -5, 2.0, i, -7
- CN(C)CCOC(=O)C(c1ccccc1)C1(O)CCCC1 (stereo not drawn)
  8, -1, 0, 4, 0, 0, -0.7, i, 0
- COc1cc(C(=O)NCCCCCC(=O)O)cc(OC)c1OC
  -2, -2, -3, -4, 1, 5, -0.8, i, -6
- CCN(CC)CCOC(=O)C(c1ccccc1)c1ccccc1
  -1, -1, 1, -11, -1, -1, 1.4, i, -1
- CC1(C)Oc2ccc(C#N)cc2[C@@H](N2CCCC2=O)[C@@H]1O
  -1, 1, -1, 0, 2, 2, 1.5, i, 1
- COc1c(O)cc2c(c1O)[C@@H]1O[C@H](CO)[C@@H](O)[C@H](O)[C@H]1OC2=O
  2, -3, 2, 5, 4, 1, -1.3, i, -5
- O=C(O)CCCCCCCC(=O)O
  -11, -3, 0, 9, -2, 2, -1.2, i, -4
- O=C(NCCN1CCOCC1)c1ccc(Cl)cc1
  12, -1, 2, -16, -6, 5, 1.9, i, 3
- C[C@H]1c2cccc(O)c2C(O)=C2C(=O)[C@]3(O)C(O)=C(C(N)=O)C(=O)[C@@H](N(C)C)[C@@H]3[C@@H](O)[C@@H]21
  -6, -4, -4, 8, 5, -5, ., i, 0
- COc1ccccc1OC(=O)Oc1ccccc1OC
  -9, -5, 6, -2, 4, 0, 0.8, i, 2
- C/C=C(/C)C(=O)O[C@@H]1c2cc3c(c4c2[C@@]2(CO4)C(=O)C(OC)=C(OC)C=C2C[C@@H](C)[C@H]1C)OCO3
  -16, -2, 1, -32, 3, 0, 1.2, i, 2
- CC(C)(C(=O)c1cccnc1)c1cccnc1
  0, 0, 5, -17, 1, 1, -0.1, i, -2
- O=c1c(O[C@@H]2O[C@H](CO)C(O)C2O)c(-c2ccc(O)c(O)c2)oc2cc(O)cc(O)c12 (stereo partly drawn)
  -9, -6, 4, -4, 7, 3, ., i, -16
- CN1CCN(CCCN2c3ccccc3Sc3ccc(S(=O)(=O)N(C)C)cc32)CC1
  -4, 2, 2, 7, -4, -9, -0.6, i, 10
- C[C@H]1c2cccc(O)c2C(O)=C2C(=O)C3(O)C(O)=C(C(N)=O)C(=O)[C@@H](N(C)C)[C@@H]3[C@@H](O)[C@@H]21 (stereo partly drawn)
  -10, -4, -3, 1, 7, -6, 4.9*, i, -1
- COc1cc2c(c(OC)c1OC)-c1c(cc(OC)c(OC)c1OC)C[C@H](C)[C@H](C)C2
  13, 0, -1, -1, -2, 10, 0.0, i, 3
- Cc1oncc1C(=O)Nc1ccc(C(F)(F)F)cc1
  -7, -2, -1, -4, -4, -2, -1.3, i, -1
- O=C(c1ccccc1)c1ccc2n1CCC2C(=O)O (stereo not drawn)
  0, -8, 0, 12, -4, 0, 2.0, i, -5
- CCOC(=O)Nc1ccc(NCc2ccc(F)cc2)nc1N
  -74, -3, -20, 20, 2, -10, 0.0, i, -4
- COc1cc(C)nc(-n2nc(C)cc2OC)n1
  -12, -9, 0, 7, 2, -2, -1.6, i, -2
- CN(C)CCC[C@@]1(c2ccc(F)cc2)OCc2cc(C#N)ccc21
  -3, 0, -3, 2, 1, -3, 1.3, i, -2
- Oc1cc2c(cc1O)C1c3ccc(O)c(O)c3OCC1(O)C2 (stereo not drawn)
  10, -11, 18, 37, 31*, 22, -0.3, i, -3
- CC(=O)OCC(=O)C1(O)CCC2C3CCC4=CC(=O)C=CC4(C)C3(F)C(O)CC21C (stereo not drawn)
  0, -1, 0, 4, 1, 1, -0.9, i, -2
- COc1cc(NC(=O)c2cc(C3CC3)on2)c(OC)cc1Cl
  -6, -7, 0, -1, 0, 0, -0.6, i, 10
- O=C1c2c(O)cccc2C(C2OC(CO)[C@@H](O)[C@H](O)[C@H]2O)c2cc(CO)cc(O)c21 (stereo partly drawn)
  8, -4, 5, -6, 0, 6, 1.2, i, -13
- CCCc1cc(C(N)=S)ccn1
  5, -1, -8, 21, 0, -3, -0.7, i, -4
- CCOC(=O)Nc1ccc2c(c1)N(C(=O)CCN1CCOCC1)c1ccccc1S2
  6&-10, -10&-2, -5&1, -8&0, 2&-2, -4&-3, -0.3&0.6, i, 0&-3
- C[C@]12CC[C@H]3C(=CCc4cc(O)ccc43)[C@@H]1CCC2=O
  -3, -3, -3, -4, -4, 0, -0.7, i, 5

Rewritten with bars between the fields: twelve of the compounds above.
mol | eLon inh | bovine MsrA act | CSN deneddyl inh | PABP1 MLLE inh | Rin1-Abl PPI inh | MT1-MMP act inh | MsrA inhibitor | Rpn11 inh | FAS-TE inh
CN1CCN(CCCN2c3ccccc3Sc3ccc(S(=O)(=O)N(C)C)cc32)CC1 | -4 | 2 | 2 | 7 | -4 | -9 | -0.6 | i | 10
C[C@H]1c2cccc(O)c2C(O)=C2C(=O)C3(O)C(O)=C(C(N)=O)C(=O)[C@@H](N(C)C)[C@@H]3[C@@H](O)[C@@H]21 (stereo partly drawn) | -10 | -4 | -3 | 1 | 7 | -6 | 4.9* | i | -1
COc1cc2c(c(OC)c1OC)-c1c(cc(OC)c(OC)c1OC)C[C@H](C)[C@H](C)C2 | 13 | 0 | -1 | -1 | -2 | 10 | 0.0 | i | 3
Cc1oncc1C(=O)Nc1ccc(C(F)(F)F)cc1 | -7 | -2 | -1 | -4 | -4 | -2 | -1.3 | i | -1
O=C(c1ccccc1)c1ccc2n1CCC2C(=O)O (stereo not drawn) | 0 | -8 | 0 | 12 | -4 | 0 | 2.0 | i | -5
CCOC(=O)Nc1ccc(NCc2ccc(F)cc2)nc1N | -74 | -3 | -20 | 20 | 2 | -10 | 0.0 | i | -4
COc1cc(C)nc(-n2nc(C)cc2OC)n1 | -12 | -9 | 0 | 7 | 2 | -2 | -1.6 | i | -2
CN(C)CCC[C@@]1(c2ccc(F)cc2)OCc2cc(C#N)ccc21 | -3 | 0 | -3 | 2 | 1 | -3 | 1.3 | i | -2
Oc1cc2c(cc1O)C1c3ccc(O)c(O)c3OCC1(O)C2 (stereo not drawn) | 10 | -11 | 18 | 37 | 31* | 22 | -0.3 | i | -3
CC(=O)OCC(=O)C1(O)CCC2C3CCC4=CC(=O)C=CC4(C)C3(F)C(O)CC21C (stereo not drawn) | 0 | -1 | 0 | 4 | 1 | 1 | -0.9 | i | -2
COc1cc(NC(=O)c2cc(C3CC3)on2)c(OC)cc1Cl | -6 | -7 | 0 | -1 | 0 | 0 | -0.6 | i | 10
O=C1c2c(O)cccc2C(C2OC(CO)[C@@H](O)[C@H](O)[C@H]2O)c2cc(CO)cc(O)c21 (stereo partly drawn) | 8 | -4 | 5 | -6 | 0 | 6 | 1.2 | i | -13

From PubChem
